Bioassay records (PubChem BioAssay)
hIAP activ = human IAP activators, primary screen, biochemical, luminescence, uHTS; purified human IAP, CDP-Star luminescence, 30 min; stronger effect = higher value; 1 = vehicle-only enzyme, 0 = enzyme-free background; Intestinal-type alkaline phosphatase (Homo sapiens), P09923; actives 0.16% (n = 330,000); activation factor at 10 µM; AID 2524, 2010;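 active = activation factor of the enzyme at least 2-fold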; note: the source names both 10 and 20 µM as test concentration; values of inactives mirror those of a sister screen read the other way
Target sequence (P09923 whole entry, looked up): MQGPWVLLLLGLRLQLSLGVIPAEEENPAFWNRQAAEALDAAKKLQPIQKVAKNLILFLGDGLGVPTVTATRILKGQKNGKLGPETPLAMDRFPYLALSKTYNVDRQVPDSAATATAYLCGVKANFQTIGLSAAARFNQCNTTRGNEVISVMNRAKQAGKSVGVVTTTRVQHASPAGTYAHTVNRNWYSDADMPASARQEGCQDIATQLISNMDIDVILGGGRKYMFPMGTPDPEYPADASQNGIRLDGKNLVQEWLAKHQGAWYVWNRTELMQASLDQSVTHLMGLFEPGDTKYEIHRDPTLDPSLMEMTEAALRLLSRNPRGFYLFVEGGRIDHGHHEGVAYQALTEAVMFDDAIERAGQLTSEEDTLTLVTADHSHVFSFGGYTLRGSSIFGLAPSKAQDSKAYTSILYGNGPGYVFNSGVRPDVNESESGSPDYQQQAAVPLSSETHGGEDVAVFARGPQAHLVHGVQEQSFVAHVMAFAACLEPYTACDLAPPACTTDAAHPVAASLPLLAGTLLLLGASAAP
mIAP act = activators of mouse IAP, primary screen, biochemical, luminescence, uHTS; intestinal alkaline phosphatase [Mus musculus]; muIAP, CDP-Star luminescence, 30 min; stronger effect = higher value; 1 = vehicle-only enzyme signal, 0 = enzyme-free wells; activation factor at 10 µM; actives 0.24% (n = 330,000); AID 2805, 2010;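 active = activation factor of at least 2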; note: the source names both 10 and 20 µM as test concentration; values of inactives mirror those of a sister screen read the other way
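Assay system: mouse IAP enzyme; reagent: chemiluminescent substrate CDP-Star; dosing: test compounds delivered from DMSO solution; schedule: 30 min at room temperature; measured by: luminescence from enzymatic CDP-Star hydrolysis; controls: DMSO-only wells and no-enzyme negative control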
mIAP inh = inhibitors of mouse IAP, primary screen, biochemical, luminescence, uHTS | intestinal alkaline phosphatase [Mus musculus] | purified mouse IAP, CDP-Star luminescence, 30 min | inhibition, % at 10 µM | actives 0.2% (n = 330,000) | AID 2806, 2010;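 active = inhibition of at least 40% at 10 µM in the primary screen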;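 note: plate controls were DMSO with enzyme for no effect and no enzyme wells for full effect; values of inactives mirror those of a sister screen read the other way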
hIAP block = human IAP inhibitors, primary screen, biochemical, luminescence, uHTS; purified IAP, CDP-Star luminescence, 30 min; Intestinal-type alkaline phosphatase (Homo sapiens), P09923; actives 0.12% (n = 330,000); inhibition, % at 10 µM;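 active = inhibition reaching a set limit with compound at 10 µM in the primary screen, cut at about 35% in these data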;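 note: plate controls were DMSO wells with enzyme for no effect and no-enzyme buffer wells for full effect; values of inactives mirror those of a sister screen read the other way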
tim10-1 inh = growth inhibitors of tim10-1 mutant yeast, primary screen, luminescence, uHTS | S. cerevisiae tim10-1 ts strain growth, BacTiter-Glo, 24 h | AID 463190, 2010 | actives 2.2% (n = 330,000) | inhibition, % at 20 µM;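 active = inhibition of at least 40%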;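 note: mutant grown at 25 °C; 0% = DMSO wells with yeast and 100% = wells holding no yeast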
ATG4B inh = ATG4B protease inhibitors, primary screen, biochemical, fluorescence, uHTS; inhibition, % at 8.33 µM; AID 504462, 2011; Cysteine protease ATG4B (Homo sapiens), Q9Y4P1; ATG4B cleavage of LC3-PLA2, NBD-HPC fluorescence, 1 h; actives 0.51% (n = 340,000); in the data active = inhibition above about 40%
Target sequence (Q9Y4P1 whole entry, looked up): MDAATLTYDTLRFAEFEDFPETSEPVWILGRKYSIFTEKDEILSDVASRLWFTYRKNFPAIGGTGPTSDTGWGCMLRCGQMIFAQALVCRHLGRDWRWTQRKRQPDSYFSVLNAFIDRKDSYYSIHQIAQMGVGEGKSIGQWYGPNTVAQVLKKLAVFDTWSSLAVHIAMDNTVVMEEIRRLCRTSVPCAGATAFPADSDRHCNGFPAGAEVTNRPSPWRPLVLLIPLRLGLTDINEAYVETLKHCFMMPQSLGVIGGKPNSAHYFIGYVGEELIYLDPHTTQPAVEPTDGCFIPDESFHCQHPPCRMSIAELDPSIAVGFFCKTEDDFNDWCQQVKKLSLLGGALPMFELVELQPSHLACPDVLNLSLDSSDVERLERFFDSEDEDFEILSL
TIM10 inh = growth inhibitors of isogenic TIM10 control yeast, primary screen, counter-screen for tim10-1 yeast inhibitor project, luminescence, uHTS; AID 463195, 2010; actives 1.4% (n = 330,000); inhibition, % at 10 µM; S. cerevisiae TIM10 strain growth, BacTiter-Glo luminescence, 24 h;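 active = inhibition of 40% or more at the single tested concentration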;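 note: wild-type TIM10 isogenic control strain grown at permissive 25 °C; 0% = DMSO yeast wells and 100% = minimal medium wells without yeast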
NLRP3 yeast inh = NALP3 inflammasome inhibitors in reconstituted yeast, primary screen, luminescence, uHTS; Yeast reconstituted NLRP3/ASC/caspase-1, beta-gal luminescence, 24 h; AID 2825, 2010; inhibition, % at 10 µM; actives 0.39% (n = 330,000);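 active = inhibition of 50% or more; inactive = inhibition below 50%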;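 note: plate controls were induced DMSO wells for no effect and uninduced yeast grown without galactose for full effect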
Apaf1 inhib = inhibitors of human Apaf-1 apoptosome, primary screen, biochemical, DEVD-Rh110 fluorescence, uHTS; Apoptotic protease-activating factor 1 (Homo sapiens), O14727; reconstituted apoptosome caspase-3 activity; inhibition, % at 20 µM; actives 0.71% (n = 330,000); AID 489030, 2010; active = inhibition of at least 40% at 20 µM;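 note: plate controls were DMSO wells for no effect and DEVD-CHO caspase inhibitor wells for full effect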
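Material: cell-free apoptosome with Apaf-1, procaspase-3 and caspase-9; Buffer or medium: Hepes pH 7.5 with detergent and BSA; Reagent: cytochrome c trigger plus (Z-DEVD)2-Rh110 caspase-3 substrate; Times: compound with Apaf-1, dATP, procaspase-3 30 min, then 50 min reaction, room temperature; Technique: Rh110 fluorescence intensity.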
* = called active by the depositor; · = no result given.

#	structure	hIAP activ	mIAP act	mIAP inh	hIAP block	tim10-1 inh	ATG4B inh	TIM10 inh	NLRP3 yeast inh	Apaf1 inhib
1	Cc1ccc(NS(=O)(=O)c2cccc(C(=O)NCC(c3ccc(F)cc3)N3CCOCC3)c2)cc1 (centres undefined)	0.99	0.99	1	1	15	-16	8	-10	14
2	CCCn1c(N)c(N(CCOC)C(=O)c2cc(Cl)nc3ccccc23)c(=O)[nH]c1=O	0.98	0.93	8	2	25	3	0	8	-6
3	O=C(CCn1c(SCC(=O)NCc2ccco2)nc2ccccc2c1=O)NCCc1ccccc1	0.96	0.98	2	4	24	-8	-13	-5	7
4	CCc1ccc(NC(=O)c2ccc(S(=O)(=O)NCc3cccnc3)cc2)cc1	1.2	1	0	-20	26	-8	-2	8	-2
5	CNc1ccc([N+](=O)[O-])cc1-c1nc2ccccc2[nH]c1=O	0.84	1.1	-11	16	7	30	6	12	2
6	O=C(CCc1nc2ccccc2[nH]c1=O)OCC(=O)c1ccc(Cl)cc1	1.1	1	-4	-9	-22	-11	-11	16	-16
7	O=C(O)c1ccccc1CSc1nc2ccccc2s1	0.97	0.96	4	3	2	-3	6	16	3
8	COc1ccc(C(CNC(=O)c2cc(S(=O)(=O)NCc3ccco3)ccc2C)N(C)C)cc1 (centres undefined)	0.89	1.1	-7	11	-6	-5	12	14	8
9	O=C(NCc1ccccc1F)c1ccc(S(=O)(=O)Nc2cccc(C(F)(F)F)c2)cc1	0.98	1	-4	2	11	21	3	8	10
10	C/C(=N\NC(=O)c1c(C)nc2ccccn12)c1ccccc1F	1.1	0.95	5	-11	16	6	-5	2	0
11	CCOC(=O)c1ccc(N2CCOCC2)c(NS(=O)(=O)c2ccc(F)cc2)c1	1	0.95	5	-1	30	-3	7	7	6
12	CC(C)NC(=O)NC(=O)COC(=O)c1ccc(S(=O)(=O)Nc2ccccc2)cc1	0.9	1	-4	10	2	-4	-7	10	11
13	O=[N+]([O-])c1cccc(-c2nc(NCc3ccccc3)c3ccccc3n2)c1	1.1	0.95	5	-10	28	-2	17	9	-1
14	Cc1cccc(OCCCC(=O)Nc2ccc(S(=O)(=O)Nc3onc(C)c3C)cc2)c1C	0.98	1	0	2	1	-1	7	14	-4
15	COC(=O)c1c(C)[nH]c(C(=O)CN2C(=O)C3CC=CCC3C2=O)c1C (centres undefined)	0.84	1.1	-13	16	-6	-3	10	-8	-5
16	CC(C(=O)N1CCCC1)N1CCN(S(=O)(=O)c2ccc(C(C)(C)C)cc2)CC1 (centres undefined)	1	1.1	-12	-1	19	-3	11	3	11
17	Cc1c(Cl)cccc1NC(=S)N1CCCN(Cc2ccccc2F)C1	1	1.4	-38	-4	-7	64*	-22	-12	-4
18	CC1=C(C)CC(C(=O)NCCc2ccc(F)cc2)C(C(=O)O)C1 (centres undefined)	0.96	1	-5	4	-3	6	-5	19	-8
19	CCOc1ccccc1CN1CCNC(=O)C1CC(=O)NC1CCCCCC1 (centres undefined)	1.2	1	-4	-22	-11	-2	15	13	9
20	CCOC(=O)C1C(=O)NC(c2ccccc2)=NC1c1ccc(OC)cc1 (centres undefined)	0.98	1.1	-6	2	16	2	-2	16	4
21	CCN1CCN(c2nc(-c3ccncc3)nc3ccccc23)CC1	1	0.96	4	-5	8	·	-7	8	-3
22	COc1ccc(N(C(=O)c2cnccn2)C(C(=O)NC2CCCCC2)c2cc(OC)c(OC)c(OC)c2)cc1 (centres undefined)	0.93	1	-1	7	-12	-3	11	16	6
23	O=C(c1cccnc1)C1CCCN(Cc2nc(Cc3ccccc3F)no2)C1 (centres undefined)	1.1	1	-4	-9	13	6	-1	9	2
24	Oc1ccccc1/C=N/Nc1cc(N2CCCC2)nc(N2CCCC2)n1	0.97	1	-5	3	34	34	11	15	98*
25	O=C(NCCOC(=O)c1ccncc1)c1ccccc1	1	1.1	-9	-4	12	-10	-2	13	15
26	O=C(Cc1c(Cl)cccc1Cl)Nc1cccc(S(=O)(=O)N2CCOCC2)c1	1.1	1.2	-22	-9	16	-10	14	7	-9
27	Cn1nc(-c2ccc(C(=O)NCC3CCCO3)cc2)c2ccccc2c1=O (centres undefined)	1.1	1	-3	-6	4	0	3	12	7
28	COc1ccc(C)cc1NC(=O)NCc1ccccc1F	1.2	1.3	-28	-17	-1	3	4	17	9
29	Cc1cccn2c(=O)c(/C=C(\C#N)C(=O)NCc3ccco3)c(N3CCC(C(N)=O)CC3)nc12	1.1	0.99	1	-7	10	-1	3	-1	-14
30	OCC1(Cc2cccc(F)c2)CCN(Cc2cccc3nccnc23)CC1	0.87	1	-1	13	-2	-14	6	7	-17
31	CC(C)Cc1nnc(NC(=O)CCC(=O)Nc2ccc(Cl)cc2)s1	1.1	1	-3	-10	8	8	0	7	-4
32	Cc1c(NC(=O)C(C)OC(=O)c2cccc(S(=O)(=O)N(C)C)c2)c(=O)n(-c2ccccc2)n1C (centres undefined)	0.81	1	-3	19	-5	-3	1	-4	-5
33	CCOc1ccccc1C(=O)NCC(=O)OCC(=O)N1C(C)CCCC1C (centres undefined)	1.1	1	-3	-6	34	11	19	-7	-10
34	O=C(Nc1ccccc1C(F)(F)F)N1CCN(c2ccc3nnc(-c4ccc(F)cc4)n3n2)CC1	1.2	1	-1	-15	15	27	33	12	10
35	Cc1nnc(SCc2c(Cl)cccc2[N+](=O)[O-])s1	1.1	0.99	1	-12	13	-1	-4	20	4
36	Cn1nnnc1SC1CC(=O)N(c2ccccc2)C1=O (centres undefined)	1.2	1.1	-10	-18	21	-9	11	8	-5
37	O=C(NCc1cccc(Cl)c1)C1CCC(=O)N(CC2CCCCC2)C1 (centres undefined)	0.93	1.1	-12	7	13	8	7	3	5
38	COc1ccc(NC(=O)CSC2CC(=O)N(c3ccc4c(c3)OCCO4)C2=O)cc1 (centres undefined)	1	0.75	25	-2	29	-21	15	7	-3
39	CN(C)/C=C(\C#N)C(=O)Nc1ccc(O)cc1F	0.93	1	-3	7	22	4	-3	-5	21
40	COc1ccccc1C(=O)C1CCCN(Cc2ccc(Oc3ncccn3)cc2)C1 (centres undefined)	0.99	1.1	-8	1	14	-15	-14	17	-8

Full records, looked up by structure. Values in the order: hIAP activ | mIAP act | mIAP inh | hIAP block | tim10-1 inh | ATG4B inh | TIM10 inh | NLRP3 yeast inh | Apaf1 inhib
Results for `COc1ccc(N(C(=O)c2cnccn2)C(C(=O)NC2CCCCC2)c2cc(OC)c(OC)c(OC)c2)cc1` (centres undefined) = 0.93 | 1 | -1 | 7 | -12 | -3 | 11 | 16 | 6
Results for `Oc1ccccc1/C=N/Nc1cc(N2CCCC2)nc(N2CCCC2)n1` = 0.97 | 1 | -5 | 3 | 34 | 34 | 11 | 15 | 98*

Following part:
#	structure	hIAP activ	mIAP act	mIAP inh	hIAP block	tim10-1 inh	ATG4B inh	TIM10 inh	NLRP3 yeast inh	Apaf1 inhib
41	CCc1ccc2c(COC(=O)CNS(=O)(=O)c3ccc(NC(C)=O)cc3)cc(=O)oc2c1	1.1	1.1	-5	-10	12	-1	6	9	14
42	COc1ccc([C@@H]2[C@@H]3C(=O)N(C(C)(C)C)C(=O)[C@@H]3[C@]3(C)C(=O)N(c4cccc(Br)c4)C(=O)N23)cc1	1	0.61	39	-3	-2	-2	17	-2	20
43	CCN(CC)C(=O)C[n+]1cccc(C(N)=O)c1	1.1	0.93	7	-7	5	3	7	-9	-8
44	COc1cc(C(CC(=O)N2CCOCC2)c2c(OC)cc(OC)c3ccc(=O)oc23)cc(OC)c1OC (centres undefined)	0.92	0.95	5	8	-5	-6	0	16	-4
45	COCCN(C(=O)COC(=O)Cc1coc2cc(C)ccc12)c1c(N)n(Cc2ccccc2)c(=O)[nH]c1=O	1.1	1	-4	-10	-17	-9	5	8	-1
46	O=C(Nc1ccc(NC(=O)c2cccnc2Cl)cc1)c1cccc(Cl)c1	0.97	0.94	6	3	-20	-3	4	20	2
47	O=C(Nc1cccnc1Cl)c1cc(-c2ccc(F)cc2)on1	0.95	1	-3	5	-1	5	-9	6	-5
48	COc1ccc(CN(C(=O)c2oc3cc(C)ccc3c2C)C2CCS(=O)(=O)C2)cc1OC (centres undefined)	0.92	1.1	-5	8	17	-21	5	-1	3
49	O=C(CN1CCCC1)OCCCc1ccccc1	1.1	0.97	3	-10	4	-7	1	-4	-7
50	O=C(COC(=O)c1n[nH]c2ccccc12)Nc1ccccc1F	0.99	1	0	1	-7	3	2	13	4
51	CCc1cccc(C)c1NC(=S)N(Cc1cccnc1)Cc1ccco1	0.94	0.97	3	6	17	-1	12	-2	1
52	O=c1cc(CN2CCN(Cc3ccccc3)CC2)c2cc(O)ccc2o1	1.1	1.1	-6	-10	16	-6	-2	-1	11
53	CCC(C)NC(=O)C1(C)CCC(=O)N1Cc1ccccc1OC (centres undefined)	0.96	0.93	7	4	9	5	11	3	-6
54	Cc1ccc(SCC(=O)NC2CC2)cc1	1.2	0.95	5	-19	2	-2	5	11	1
55	O=C(NCc1ccc2c(c1)OCO2)c1c(F)c(F)c(F)c(F)c1F	0.89	0.96	4	11	14	-12	0	9	-6
56	COC(=O)c1ccc(NC(=O)CSc2ccccn2)cc1	1	1	-2	0	9	4	5	17	-5
57	Cc1nn(-c2ccccc2[N+](=O)[O-])c(=O)c2ccccc12	0.84	0.97	3	16	-15	3	5	13	-17
58	COc1ccccc1C(=O)Nc1ccc(C)cc1C(=O)c1ccccc1	0.79	0.97	3	21	17	2	24	9	1
59	COc1ccc(S(=O)(=O)Nc2cccc(/C=C/C(=O)O)c2)cc1	0.96	1	-1	4	9	-1	9	15	-1
60	COc1cccc(OCC(O)CN2C(C)CCCC2C)c1 (centres undefined)	1.1	1	-3	-7	-12	-3	-13	17	-6
61	COc1cccc(OC(=O)N2CCOCC2)c1	0.91	0.99	0	9	-3	6	7	8	-7
62	CC(=O)c1cc(C(=O)c2ccccc2)sc1Nc1ccccc1	0.93	0.84	16	7	-39	15	-22	33	17
63	Cc1ccc(C(=O)OCC(=O)NC(=O)c2ccccc2)o1	1.1	0.98	2	-11	4	2	-5	6	-3
64	Cc1c2c(nc3ccccc13)CCC(C(C)(C)C)C2 (centres undefined)	1.1	0.98	2	-12	42*	-2	9	21	24
65	CCOc1cc(C)c(S(=O)(=O)Nc2ccc3cn[nH]c3c2)cc1C	0.93	1	0	7	16	-20	-1	5	15
66	CC1CN(C(=O)COC(=O)c2ccc(NC(=O)CC#N)cc2)CC(C)O1 (centres undefined)	1.1	1	-4	-12	8	1	10	9	1
67	C/C(=N\NC(=O)C1CCCC1)c1ccc(C(C)C)cc1	1.1	1	-3	-13	12	0	-5	11	19
68	Cc1ccc(CNc2cnccn2)cc1	0.88	0.93	7	12	12	-8	4	-13	-1
69	CCOC(=O)N1CCC(N2CCN(S(=O)(=O)CC)CC2)CC1	1.1	1	-2	-7	-1	-7	3	6	-5
70	COc1ccc(CNC(=S)NCc2ccc(F)cc2)cc1OC	1.3	1.2	-17	-25	7	-1	-3	13	6
